Pf apPOL inh – Pf-apPOL DNA polymerase inhibition; Recombinant Pf-apPOL, molecular beacon fluorescence, 1.5 h; inhibition, % at 10 µM; hit rate 0.25% among 210,000; AID 1794808
mHTT-CaM PPI inh – mHTT-calmodulin interaction abrogation | P42858 | AID 1671202 | AlphaScreen His-mHTT/GST-CaM binding, luminescence | hit rate 3.6% among 190,000 | inhibition, % at 15 µM;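 further: 0% = both proteins with DMSO and 100% = one protein alone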
An asterisk follows results filed as active; i = inactive; . = no result given; & = joins results of further samples. No stated cut-off is given here; in the data, active means inhibition above about 50%; inactive means the rest.

SMILES,Pf apPOL inh,mHTT-CaM PPI inh
COc1ccc(C2=NC(c3ccccc3OC)NC(c3cccc(OC)c3O)C2)cc1 (stereo not drawn),-2,24
CCN1CCN(C(=O)C2CC(=O)N(Cc3cccc(Br)c3)C2)CC1 (stereo not drawn),2,-4
COCCNC(=O)c1nn2c(C(F)(F)F)cc(-c3cccs3)nc2c1Cl,4,-4
COc1ccc(CNc2ccc(SC)cc2)cc1,6,43
CC(C)c1cc(/C=C(\C#N)C(=O)NCCCc2ccccc2)cc(C(C)C)c1O,8,.
COc1ccc(-c2nnn(CC(=O)Nc3ccc(F)cc3)n2)cc1,1,4
COCc1nnc(NC(=O)c2ccc(S(=O)(=O)N3CCOCC3)cc2)o1,-64,8
Cc1cc(Cl)ccc1N(CC(=O)Nc1ccc(C(C)C)cc1)S(C)(=O)=O,-4,-11
COc1cc(Nc2ccccc2)c([N+](=O)[O-])nc1[N+](=O)[O-],0,-1
CNC(=O)Nc1cccn2nc(-c3ccccc3)nc12,-1,1
O=C(CCc1ccccc1)NC(c1cccs1)c1ccc2cccnc2c1O (stereo not drawn),-4,19
Nc1c(C(=O)c2ccccc2)sc2nsc(SCCN3CCCC3)c12,-2,.
COc1ccc(CC(=O)N2CCC3(CC2)NC(=O)c2cc(F)ccc2N3C)cc1,1,8
O=C(NCCc1ccccc1)c1ccc2nonc2c1,-8,.
Cc1noc(C)c1CC(=O)N1CCc2[nH]nc(-c3ccccc3)c2C1,-5,-3
CC(NC(=O)C1(O)c2ccccc2NC(=O)N1c1ccccc1)c1ccccc1 (stereo not drawn),-9,-2
O=C(NCc1cccnc1)c1cc(S(=O)(=O)N2CCC3(CC2)OCCO3)ccc1F,3,-2
O=C1COc2ccccc2N1Cc1nc(-c2cccc(C(F)(F)F)c2)no1,-1,-14
O=C1c2ccccc2C(=O)N1CN1CCN(c2ccc(F)cc2)CC1,-12,-2
COc1ccccc1-c1nc2ccc(Br)cc2c(=O)o1,1,3
CC(C)N1CCc2nc(NC(=O)CN3C(=O)c4ccccc4C3=O)sc2C1,-6,0
O=[N+]([O-])c1cc2c(cc1C=Nc1ccc(Cl)c(Cl)c1)OCO2,3,41
CCCNC1=C(N(C(C)=O)c2cccc(F)c2)C(=O)c2ccccc2C1=O,-15,27
COc1ccc(C=C(CC(=O)O)C(=O)O)cc1,1,.
COc1ccc(NC(=O)N2CCC(c3nc4cccnc4n3C)C2)cc1F (stereo not drawn),7,1
O=C(NCc1c(Cl)cccc1Oc1ccccc1)c1c(F)cccc1F,-3,.
O=C(Nc1cccnc1)c1ccc(=O)n(Cc2ccc(F)cc2)c1,-6,-14
O=C1Nc2ccccc2/C1=C/C(=O)c1ccc(Cl)cc1,1,42
CSc1ccc(CNC(=O)C2CCN(c3cncnc3NC(C)=O)CC2)cc1,0,-5
COc1ccc(C2CC(c3ccc(F)cc3)n3ncnc3N2)cc1 (stereo not drawn),4,5

Reprinted at random: six records from the list
SMILES,Pf apPOL inh,mHTT-CaM PPI inh
CC(C)N1CCc2nc(NC(=O)CN3C(=O)c4ccccc4C3=O)sc2C1,-6,0
O=C(Nc1cccnc1)c1ccc(=O)n(Cc2ccc(F)cc2)c1,-6,-14
O=C1Nc2ccccc2/C1=C/C(=O)c1ccc(Cl)cc1,1,42
COc1ccc(C=C(CC(=O)O)C(=O)O)cc1,1,.
COc1ccc(C2CC(c3ccc(F)cc3)n3ncnc3N2)cc1 (stereo not drawn),4,5
O=C(NCc1c(Cl)cccc1Oc1ccccc1)c1c(F)cccc1F,-3,.

Further results follow.
SMILES,Pf apPOL inh,mHTT-CaM PPI inh
COc1ccc(C(=O)Nc2c3c(nn2-c2ccc(C)cc2)CS(=O)(=O)C3)cc1,-5,5
O=C(Cn1cnc2c(-c3ccccc3)csc2c1=O)Nc1ccccc1Cl,-3,5
NC(=O)C1CCN(c2nccc(C(F)(F)F)n2)CC1,10,.
COc1cc(Cl)c(C)cc1NC(=O)Cn1ccc2c(=O)[nH]ccc21,43,28
O=C(NCC(F)(F)F)C1CCN(S(=O)(=O)c2cccnc2)CC1,-16,-8
CC(C)(C)c1ccc(C(=O)Nc2ccc(Br)cn2)cc1,22,-5
COc1ccc(Oc2coc3cc(OCc4cccc(Cl)c4)ccc3c2=O)cc1,3,3
CN(C)CCCNc1ccc([N+](=O)[O-])cc1[N+](=O)[O-],.,-2
Cc1cc(S(=O)(=O)NC2CC(C)(C)NC(C)(C)C2)c(C)c(C)c1C,-1,-2
Cc1cccc(NC(=O)Cn2c(C)nc3c(c2=O)CCN(Cc2ccccc2)C3)c1C,-3,0
CC(C)C[C@@H]1COc2cc(N(C)CCO)ccc2S(=O)(=O)N1,-1,0
CCC1(CC)OC(c2cc(Cl)c(O)c(OC)c2)Nc2ccccc21 (stereo not drawn),-1,16
O=C(CN1C(=O)NC2(CCCCC2)C1=O)N1CCN(c2ccccc2)CC1,-2,6
COc1ccc2c(c1)C(C)=CC(C)(C)N2C(=O)Nc1ccc(Cl)c([N+](=O)[O-])c1,4,49
N#CC1=C(N)Oc2n[nH]c(-c3ccc(Cl)cc3)c2C1c1ccncc1 (stereo not drawn),-1,20
CC1c2cccn2CCN1C(=O)Nc1ccc(Br)cc1 (stereo not drawn),0,5
CCn1c(=O)c2ccnn2c2ccc(C(=O)Nc3ccccc3C)cc21,-1,-2
COc1ccc(-c2c(C(F)(F)F)nn(C)c2NC(=O)Nc2ccc(F)cc2F)cc1,-1,.
COc1cc(C(=O)NCCOc2ccc3c(c2)OCO3)c([N+](=O)[O-])cc1OC,1,0
CCCNC(=O)c1ccc(-n2cnnn2)cc1,-6,-5
Cc1ccc(C(=O)C2CCN(C(=S)Nc3cc(C(F)(F)F)cc(C(F)(F)F)c3)CC2)cc1,5,.
COc1ccc(-c2cc(CC(=O)N3CCc4ccccc43)no2)cc1OC,4,12
CCOC(CNC(=O)c1cccn2c(=O)c3c(C)c(C)sc3nc12)OCC,-2,-3
COc1ccc2c(c1)-c1nc(NC(=O)c3cccnc3)sc1CC2,6,-2
O=C1NCCCn2cc(S(=O)(=O)Nc3ccc(Cl)cc3F)cc21,4,0
CC1=CC(=O)C(C(C)C)=C/C1=N\OC(=O)c1ccc(C(C)(C)C)cc1,-5,i
CCOc1ccc2c(c1)OC(=Cc1cc(Cl)cc3c1OCOC3)C2=O,2,22
COc1ccc(C2C(C(=O)Nc3ccc4c(c3)OCO4)CC(=O)N2c2ccc(OC)cc2)cc1 (stereo not drawn),-8,12
COc1cc(-c2nc3ccccc3[nH]2)cc(OC)c1OC,-8&-5,7&4
O=C(CCc1ccccc1)N1CCC(Nc2cccnc2)C1 (stereo not drawn),-5,-4

Given field by field: part of the list above
COc1cc(-c2nc3ccccc3[nH]2)cc(OC)c1OC
  Pf apPOL inh: -8&-5 | mHTT-CaM PPI inh: 7&4
O=C(CCc1ccccc1)N1CCC(Nc2cccnc2)C1 (stereo not drawn)
  Pf apPOL inh: -5 | mHTT-CaM PPI inh: -4

The listing continues:
SMILES,Pf apPOL inh,mHTT-CaM PPI inh
O=C(Nc1ccc(Cl)cn1)c1ccc(I)cc1,-12,-4
C=CCn1c(SCC(=O)Nc2ccccc2)nc(O)cc1=O,-11,5
O=C(NC1CCCCC1)C(c1cc2c(cc1[N+](=O)[O-])OCO2)N(CCO)Cc1ccccc1 (stereo not drawn),5,18
Cc1cc(OCCN2CCOCC2)nc(N2CCOCC2)n1,-11,-1
COc1ccc(C2(CNC(=O)Cc3cccs3)CCOCC2)cc1,-6,-11
COc1ccc(Nc2nc(N3CCOCC3)nc3ccccc23)c(OC)c1,0,-12
Cc1ccc(C)n1N(C)c1ccc([N+](=O)[O-])cn1,-2,.
CNC(=O)N1CCCC(c2cccc(C(=O)N3CCN(c4ccccc4OC)CC3)c2)C1 (stereo not drawn),-4,15
O=C(Nc1ccc2c(c1)OCO2)N1CCC(c2nnc(-c3ccco3)s2)CC1,-9,4
COc1ccc(CC(=O)N2CCC(Cc3nc4cccnc4n3C)C2)cc1Cl (stereo not drawn),6,15

The list continues.
Sequence of screens – Pf apPOL inh, mHTT-CaM PPI inh
Oc1oc(-c2ccc(Br)cc2)nc1C=Nc1ccc(F)cc1
 : -5, 4
CCSc1nnc(-c2nn(C)c3c2CN(C(=O)c2c(F)cccc2F)CC3)n1C
 : -9, 2
COc1cccc(CC(=O)N2CC(CN(C)C)C3(CCOCC3)C2)c1 (stereo not drawn)
 : -3, -3
C[C@H]1COc2cccc(NCCO)c2S(=O)(=O)N1
 : 0, -3
Cc1ccc(CNC(=O)N2CCc3nc(-c4ccccc4)ncc3C2)cc1
 : -4, -1
O=C(Nc1ccc2c(N3CCOCC3)ncnc2c1)c1cccc(Br)c1
 : -3, 54*
COc1ccc(C(=O)CSc2nnc(C(O)c3ccccc3)n2-c2ccccc2)cc1 (stereo not drawn)
 : -2, 0
COc1cccc(CN2CCCC(C(=O)N3CCc4ccccc4C3)C2)c1 (stereo not drawn)
 : -1, 2
CCN(CC)C(=O)C1c2cc(OC)c(OC)cc2C(=O)N(C)C1c1cccs1 (stereo not drawn)
 : 1, -7
O=C(NCc1ccccc1C(F)(F)F)c1ccc2ncnc(N3CCCC3)c2c1
 : 2, -6
COc1cc(C(=O)O/N=C2\C=CC(=O)C(C)=C2C)cc(OC)c1OC
 : -4, i
Cc1nc(CCNC(=O)C2CCN(S(=O)(=O)c3ccc(F)c(Cl)c3)CC2)cs1
 : -5, -4
Cc1cccc(Oc2ccc(N3C(=O)C=CC3=O)cc2)c1C
 : -9, 49
CS(=O)(=O)c1c(Cl)cc(Cl)cc1Cl
 : ., -4
CCc1noc(COC2CCCN(S(=O)(=O)c3ccccc3)C2)n1 (stereo not drawn)
 : -7, -20
COc1ccc(C(=O)CSc2nnc(-c3cc(C)oc3C)o2)cc1OC
 : 4, 12
COc1ccc(C(=O)N2CCc3c(c(C(=O)NCc4ccccc4)nn3C)C2)c(OC)c1
 : -10, 51*
CC(C)CCNC(=O)c1sc2ccc(S(=O)(=O)N3CCCCC3)cc2c1N
 : -16, 1
O=C(Nc1cccc(Cl)c1F)c1cnc(-c2ccccc2)nc1-c1ccncc1
 : -2, -2
CC(=O)N1CCC2(CC1)Nc1ccccc1NC2=O
 : 6, -6

As entered above:
`O=C(Nc1cccc(Cl)c1F)c1cnc(-c2ccccc2)nc1-c1ccncc1` in Pf apPOL inh → -2
`O=C(Nc1ccc2c(N3CCOCC3)ncnc2c1)c1cccc(Br)c1` in Pf apPOL inh → -3
`CCSc1nnc(-c2nn(C)c3c2CN(C(=O)c2c(F)cccc2F)CC3)n1C` in Pf apPOL inh → -9
`COc1cccc(CN2CCCC(C(=O)N3CCc4ccccc4C3)C2)c1` (stereo not drawn) in Pf apPOL inh → -1

Following part.
Sequence of screens – Pf apPOL inh, mHTT-CaM PPI inh
CC1CCCCN1CCNC(=O)C1(S(=O)(=O)c2ccc(Cl)cc2)CC1 (stereo not drawn)
 : 2, 4
C[C@H]1C(c2ccccc2)=NN(c2ccccc2)[C@@H]1CO
 : -5, 15
CCc1nccn1S(=O)(=O)c1cccc(Cl)c1Cl
 : 8, -3
COc1cccc2sc(N(C)CC(=O)NCCc3cccs3)nc12
 : -14, -2
CCOc1cc(-c2ccc(O)c(O)c2)cc(=O)c2c(C)oc(C)c12
 : -3, 47
CSc1ccc(CN2CCN(c3cnn4c(C)nnc4c3)CC2)cc1
 : 11, 16
CC(C)Cn1cnc2c1c(=O)n(Cc1ccccc1)c(=O)n2-c1ccc(F)cc1
 : -4, 16
CCCCNC(=O)C1CCCN(S(=O)(=O)N2CCCCCC2)C1 (stereo not drawn)
 : -5, -11
O=C(C/C=C/c1ccccc1)O/N=C1\CCSc2ccccc21
 : -3, i
Cc1ccc(OC(=O)c2nn(-c3ccccc3)nc2C)c([N+](=O)[O-])n1
 : -71, .
O=C(C1CC=CCC1)N1CCC(c2nnc(C(F)(F)F)o2)CC1 (stereo not drawn)
 : -5, -10
CC1(C)CC(=O)c2sc(NC(=O)CSC(=O)c3ccccc3)nc2C1
 : -10, -2
CC(=O)c1ccc(NC(=O)C2CCN(c3cncnc3N3CCCCC3)CC2)cc1
 : -3, 13
Cc1noc(N)c1C(N)=S
 : 7, .
C=C(C)CN(CC)Cc1ccccc1O
 : 2, 0
COc1ccc(C2C(C(=O)N3CC(C)CC(C)C3)c3ccccc3C(=O)N2C)cc1 (stereo not drawn)
 : -1, 3
O=C(c1ccccn1)N1CCCn2nc(-c3cccs3)cc2C1
 : -6, -4
CC1CCCCN1C(=O)c1nn2c(c1Br)NC(c1cccs1)CC2C(F)(F)F (stereo not drawn)
 : -8, 47
CSc1nsc(SC)c1NC(=O)N1CCCC1
 : -10, 1
O=C(Cc1ccc(F)cc1)NCC1CN(c2ccc(F)cc2)C(=O)O1 (stereo not drawn)
 : -3, -8
O=c1c2c(nc3cc[nH]n13)CN(S(=O)(=O)c1ccc(Cl)s1)CC2
 : -1, 25
CCOc1ccc(N(C(C)=O)C2SC(=O)N(c3ccccc3)C2=O)cc1 (stereo not drawn)
 : 2, 6
CCOc1ccccc1-c1noc(-c2nnn(-c3cccc(SC)c3)c2C)n1
 : -4, 1
CS(=O)(=O)N1CCC(Cn2c(COc3ccccc3)nc3ccccc32)CC1
 : -9, -16
COCCNC(=O)CC1Sc2ncccc2N(C)C1=O (stereo not drawn)
 : -4, -5
Cn1ccnc1SCC(=O)n1c2c(c3ccccc31)CCCC2
 : 1, 27
O=C(NCc1cccc(Cl)c1)C1CCCN(c2ncnc3c2nc2n3CCCCC2)C1 (stereo not drawn)
 : 2, 0
CSc1ccc(CCN2C(=O)CCC2(C)C(=O)NCCC(C)C)cc1 (stereo not drawn)
 : -1, 4
CCN(CC)S(=O)(=O)c1cc(C(=O)NC2CCCCC2)ccc1Cl
 : -2, -5
